Screens deposited in PubChem BioAssay by several laboratories.
RBBP9 inhibitor: blocks human serine hydrolase RBBP9; O75884; recombinant RBBP9, FP-Rh probe fluorescence polarization; inhibition, % at 7.94 µM; actives 0.2% (n = 220,000); AID 1515;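 active = inhibition above the campaign mean of all tested compounds plus 3 SD, cut at about 14% in these data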;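 also: plate controls were DMSO wells with RBBP9 for no effect and wells lacking RBBP9 protein for full effect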
Target sequence (O75884 whole entry, looked up): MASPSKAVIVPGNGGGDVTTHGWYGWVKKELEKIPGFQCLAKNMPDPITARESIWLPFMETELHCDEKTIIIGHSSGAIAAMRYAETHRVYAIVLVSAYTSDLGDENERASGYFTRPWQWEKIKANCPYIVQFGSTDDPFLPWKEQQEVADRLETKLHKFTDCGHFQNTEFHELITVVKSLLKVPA
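Controls: DMSO-treated enzyme wells and wells lacking RBBP9 | Material: RBBP9 protein | Technique: Fluorescence polarization | Replication: Single well per compound, no replicates | Buffer or medium: Tris-NaCl-Pluronic buffer, pH 8.0 | Timing: 30 min compound preincubation, 45 min probe labeling, 25 °C | Read-out basis: Percent inhibition from mP, scaled between DMSO and no-protein wells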
S1P4 ag: agonists of human S1P4 receptor; S1P4-expressing cell line, agonist reporter assay; O95977; AID 1509; actives 0.35% (n = 220,000); activation, % at 4.98 µM; in the data active = activation above about 11%;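 also: 0% = DMSO vehicle and 100% = reference agonist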
BaF3 tox: reduces parental Ba/F3 cell viability, JAK2V617F counter-screen; CellTiter-Glo ATP luminescence; inhibition, % at 5.6 µM; actives 1.1% (n = 220,000); AID 1486;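 active = inhibition above a per-campaign cutoff, the mean inhibition of all tested compounds plus 3 SD, cut at about 27% in these data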;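 also: 0% = DMSO wells and 100% = JAK Inhibitor I control wells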
NPY Y1 blocker: NPY-Y1 (human) receptor antagonism; actives 1% (n = 200,000); inhibition, % at 3.6 µM; HEK293-CNG Y1 cells, membrane potential fluorescence; NPY at EC95, then isoproterenol; P25929;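 active = inhibition above the campaign mean inhibition of all tested compounds plus 3 SD, cut at about 20% in these data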;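 also: 0% = DMSO wells given NPY plus isoproterenol and 100% = isoproterenol alone without NPY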
Target sequence (P25929 whole entry, looked up): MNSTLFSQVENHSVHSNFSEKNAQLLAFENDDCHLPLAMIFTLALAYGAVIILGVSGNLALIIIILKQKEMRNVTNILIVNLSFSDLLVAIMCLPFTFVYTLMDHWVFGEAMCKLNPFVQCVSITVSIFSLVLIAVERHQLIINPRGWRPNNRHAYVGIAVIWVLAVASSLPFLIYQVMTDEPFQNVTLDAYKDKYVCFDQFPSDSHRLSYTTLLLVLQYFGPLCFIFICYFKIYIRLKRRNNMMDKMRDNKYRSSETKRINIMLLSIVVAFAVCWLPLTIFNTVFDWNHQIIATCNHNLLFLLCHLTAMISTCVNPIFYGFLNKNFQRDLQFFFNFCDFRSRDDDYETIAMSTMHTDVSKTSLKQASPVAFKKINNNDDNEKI
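System: HEK293 cells with Y1 receptor plus CNG channel / Probe or stimulus: NPY 25 nM then isoproterenol 1 µM plus Ro 20-1724 25 µM / Compound: one concentration, 3.6 µM, in 0.4% DMSO / Schedule: compound incubation 1 h at room temperature, readout 45 min post-stimulation / Measured by: membrane potential fluorescence / Read-out: % inhibition of NPY effect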
Runt-CBFb FRET: Runt domain-CBFb interaction inhibition. Q01196+Q13951. Cerulean-Runt/Venus-CBFb FRET ratio 530/480, 1 h. inhibition, % at 20 µM. actives 0.46% (n = 220,000);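 active = inhibition over about 50% at 20 µM in the single-dose screen, limit read from the data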;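 also: 0% = DMSO wells and 100% = excess unlabeled CBFb competitor control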
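test system = Cerulean-Runt domain fusion protein, energy donor | probe or stimulus = Venus-CBFb binding partner, 100 nM | incubation = two 1 h room-temperature incubations shielded from light | detection = fluorescence energy transfer, 422 nm excitation, 530/480 nm emission | measure = loss of energy transfer signal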
Ba/F3 V617F tox: lowers viability of Ba/F3 cells expressing EpoR and JAK2V617F. ATP luminescence. inhibition, % at 5.6 µM. actives 1.1% (n = 220,000). AID 1446;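 active = inhibition above the campaign mean plus 3 SD over all tested compounds, cut at about 24% in these data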;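 also: cytokine-independent growth of Ba/F3 cells driven by EpoR plus mutant JAK2; 0% = DMSO-treated cells and 100% = JAK inhibitor I control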
S1P4 antagonist: blocks the human S1P4 receptor; inhibition, % at 4.98 µM; AID 1510; actives 0.26% (n = 220,000); O95977; S1P4-expressing cells, antagonist mode, reporter read-out; in the data active = inhibition above about 29%;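 also: 0% = wells stimulated with agonist and 100% = vehicle wells without agonist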
NPY1 pot ag: human NPY-Y1 potentiation or agonism, primary screen; P25929; NPY-Y1 expressing cells, potentiator/agonist activation; activation, % at 3.6 µM; actives 0.37% (n = 220,000); AID 1304; in the data active = activation above about 33%, passing the limit was not always enough;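 also: cells stimulated with NPY at EC10 then isoproterenol at EC100; 0% = low agonist plus stimulus and 100% = saturating agonist plus stimulus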
NPY2 pot ag: potentiates or activates human NPY-Y2 receptor; cells expressing NPY-Y2, potentiator/agonist read-out; activation, % at 3.6 µM; actives 0.45% (n = 220,000); in the data active = activation above about 27%;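 also: cells stimulated with NPY near EC25 plus isoproterenol at EC100; 0% = vehicle plus submaximal agonist and 100% = vehicle plus saturating agonist; some results beyond the cut were filed as inactive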
Target sequence (P49146 whole entry, looked up): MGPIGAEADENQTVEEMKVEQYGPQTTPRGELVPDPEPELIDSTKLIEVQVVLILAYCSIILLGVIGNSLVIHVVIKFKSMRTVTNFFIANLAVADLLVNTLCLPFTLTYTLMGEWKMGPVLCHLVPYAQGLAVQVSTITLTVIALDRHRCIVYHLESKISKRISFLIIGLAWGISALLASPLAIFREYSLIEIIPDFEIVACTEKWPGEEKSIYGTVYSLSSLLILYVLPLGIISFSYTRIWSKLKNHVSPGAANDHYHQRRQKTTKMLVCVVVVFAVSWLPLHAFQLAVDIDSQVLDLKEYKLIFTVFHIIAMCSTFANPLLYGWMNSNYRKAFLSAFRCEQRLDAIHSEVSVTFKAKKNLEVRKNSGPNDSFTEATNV
The depositor's hits bear a star; / = not tested or not shown. Outcome played no part in choosing rows; 3.6% or so of the library scored in one or more.

SMILES | RBBP9 inhibitor | S1P4 ag | BaF3 tox | NPY Y1 blocker | Runt-CBFb FRET | Ba/F3 V617F tox | S1P4 antagonist | NPY1 pot ag | NPY2 pot ag
Cc1nn(-c2ccc(Cl)cc2)c2sc(C(=O)c3c(N)n(C)c(=O)n(C)c3=O)cc12 | -6 | 3.8 | 6 | -1 | -50 | 0 | -18 | 1 | -1
O=C(CCCSc1nnnn1-c1cccc2ccccc12)c1ccc(F)cc1 | -19 | -0.3 | 3 | 10 | -1 | 2 | -8 | -16 | -6
Cc1cc(OCCCn2cnc3ccccc3c2=O)ccc1[N+](=O)[O-] | -12 | 1.1 | 4 | 11 | 9 | 2 | -31 | -3 | 1
Cc1ccc2nc(NNC(=O)c3ccc(S(=O)(=O)N4CCc5ccccc5C4)cc3)sc2c1 | 6 | 2.2 | 7 | -2 | 15 | 0 | 28 | 29 | 10
O=c1c(Cl)c(Cl)cnn1Cc1nnc(-c2ccc(Cl)cc2)o1 | -12 | -2.0 | -8 | 2 | -4 | 34* | 37* | 11 | 1
O=C(O)CN1C(c2ccccc2O)Nc2ccc(Br)cc2C1c1ccccc1 (centres undefined) | 5 | 4.2 | 3 | 6 | 1 | 2 | -12 | -17 | -12
Cc1ccc(CN2CCN(Cc3cnc(C)s3)CC2CCO)cc1 (centres undefined) | -2 | -0.6 | 2 | 2 | 0 | 4 | -4 | 7 | 1
COc1ccc(CCNC(=O)c2ccc(N(C)S(=O)(=O)c3ccc(C)cc3)cc2)cc1 | -7 | 0.6 | 4 | 0 | -1 | -3 | -7 | 11 | -20
COCc1nc2ccccc2n1Cc1cccc(C)c1 | -4 | 0.3 | 4 | 0 | -1 | -4 | -9 | 21 | -2
CSc1nc(NC(C)=O)nc(C)c1Cl | 1 | -1.8 | 3 | 10 | 0 | -1 | -1 | -15 | 4
COc1cccc(OC)c1OCC(C)CNCC1CCCO1 (centres undefined) | 5 | 1.0 | 6 | 4 | 1 | 6 | -1 | -4 | -7
COc1cc(C(=O)NCc2ccc(-c3nc4ccccc4s3)cc2)cc(OC)c1OC | -8 | 5.5 | 6 | -4 | -4 | 1 | -19 | -20 | -7
O=C(NC(=S)Nc1ccc(S(=O)(=O)Nc2ncccn2)cc1)c1cccc(Br)c1 | -7 | 0.0 | 7 | 1 | 2 | -2 | 7 | 3 | -12
Cc1cc(C)c(OCC(=O)Nc2ccccn2)c([N+](=O)[O-])c1 | -2 | -0.1 | 3 | 5 | -1 | -1 | -12 | -21 | 5
O=C(Nc1cc(S(=O)(=O)Nc2ccc(Cl)cc2)ccc1O)c1ccc(S(=O)(=O)N2CCCCCC2)cc1 | -13 | -1.5 | 1 | -12 | 12 | 3 | -35 | 34 | 9
COc1ccc(CNC(=O)c2nnn(Cc3ccc(OC)cc3)c2N)cc1 | -6 | -2.9 | 3 | -3 | / | -1 | -7 | 13 | 5
COc1ccc(NC(=O)CN2CCN(CC(=O)Nc3ccc(OC)c(OC)c3)CC2)cc1 | -3 | -1.5 | 1 | 1 | 1 | -2 | -6 | 12 | 7
Cc1ccc(-n2ncc(C(=O)N3CCc4ccccc4C3)c2NC(=O)c2ccco2)cc1C | -2 | -0.9 | 0 | 22* | -1 | -4 | -7 | -41 | -8
Cn1nc(-c2ccc(Cl)cc2)c2cc(C(=O)N3CCN(C(=O)c4ccco4)CC3)sc21 | -1 | -1.2 | -1 | -2 | -14 | -3 | -9 | 2 | -6
CCOc1ccc(C(CC(=O)O)NC(=O)c2sc3ccccc3c2Cl)cc1 (centres undefined) | -1 | 2.4 | -4 | 18 | -7 | -5 | 6 | -43 | -23
O=C(CNC(=O)c1cccc(F)c1)N/N=C/c1ccc([N+](=O)[O-])s1 | -2 | -1.6 | 11 | -3 | / | 4 | 21 | 1 | 5
Cc1cccc(N2C(=O)C3C4C=CC(C4)C3C2=O)c1 (centres undefined) | -8 | -0.3 | 0 | 1 | -4 | 1 | -9 | -14 | -9
CNc1nnc(-c2ccc(OC)cc2)s1 | -6 | 0.0 | 5 | -2 | 0 | -1 | -9 | 16 | 22
CC(C)Sc1nnc(CNC(=O)C23CC4CC(CC(C4)C2)C3)n1Cc1ccccc1 | -3 | 4.8 | 7 | -1 | -3 | -1 | 5 | 9 | -7
CSc1ccccc1NC(=O)c1ccccc1N(C)S(C)(=O)=O | -1 | 0.1 | 6 | 9 | 2 | 4 | 11 | 9 | -11

Other entries:
SMILES | RBBP9 inhibitor | S1P4 ag | BaF3 tox | NPY Y1 blocker | Runt-CBFb FRET | Ba/F3 V617F tox | S1P4 antagonist | NPY1 pot ag | NPY2 pot ag
CCCN1C2CCCC1CC(NC(=O)C1CCCCC1)C2 (centres undefined) | -5 | 2.6 | -1 | 6 | 0 | -3 | -1 | -27 | 9
Cc1ccc(-c2nc3cccnc3o2)cc1NC(=O)COc1ccc(C(C)(C)C)cc1 | -16 | 0.4 | 4 | 3 | -3 | -3 | 1 | -48 | -39
CC(C)c1nnc(NC(=O)C2CCCO2)s1 (centres undefined) | -3 | -0.9 | 3 | -3 | 1 | -1 | 4 | 12 | 4
COc1cccc2cc(C(C)OC(=O)Nc3ccc(C)cc3)oc12 (centres undefined) | -12 | 0.6 | 2 | 5 | 1 | -1 | 3 | -14 | -22
COCCCNC(=S)NCCCNc1nc2cc(C)cc(C)c2cc1C#N | -1 | 0.6 | 1 | 3 | 20 | -3 | 10 | -10 | -17
CCOC(=O)C1C(=O)NC(SCC(N)=O)=C(C#N)C1c1ccccc1OCC (centres undefined) | -1 | 0.0 | 1 | -1 | -2 | -3 | -18 | 7 | 6
COc1ccc(N(C(=O)Cn2nnc3ccccc32)C(C(=O)NC(C)(C)C)c2ccc(OC)c(O)c2)cc1 (centres undefined) | -3 | 0.2 | 7 | -1 | 7 | 4 | -1 | 5 | -11
COc1ccccc1-c1cc(C(=O)Nc2c(F)cc(F)cc2Br)no1 | -13 | -1.2 | 2 | 7 | 0 | 3 | 41* | -11 | -15
COc1cccc(CN2C(=O)c3cccc(N)c3C2=O)c1 | -5 | 2.0 | 8 | -4 | 5 | -1 | 6 | 10 | -7
CC1(CC(=O)N/N=C/c2ccc(OCc3ccc(Cl)cc3Cl)cc2)OCCCO1 | -8 | 3.2 | 3 | 4 | / | 1 | -6 | -19 | 5
N#CC1=C(N)Oc2n[nH]c(-c3cccs3)c2C1c1ccoc1 (centres undefined) | -9 | -0.4 | 3 | 4 | 8 | -2 | 5 | -11 | 3
NS(=O)(=O)c1cccc(NC(=O)Nc2ccc(Cl)cc2)c1 | -2 | 1.6 | -1 | / | 1 | -4 | -8 | 26 | 29
CC(=O)Nc1ccc(NC(=O)C2CCN(S(=O)(=O)c3cccc4nonc34)CC2)cc1 | -6 | 0.2 | 2 | -4 | 0 | -3 | -20 | 10 | 4
COc1ccc(C(=O)/C=C/Nc2ccc([N+](=O)[O-])cc2)cc1 | -4 | -1.2 | 5 | -1 | -16 | -3 | 5 | -2 | -1
CCCC(=O)Nc1ccc2c(c1)C(=O)NC2=O | -11 | -0.6 | 8 | 5 | 0 | 1 | -15 | -7 | -4
CCOC(=O)/C(C#N)=C/N1CCOCC1 | -4 | 0.7 | 0 | / | -1 | 1 | 9 | 4 | -2
COc1ccc(C(=O)COC(=O)c2ccco2)cc1 | -9 | -0.6 | 2 | 3 | -2 | 4 | -2 | -18 | -22
COC(=O)c1sc2ccccc2c1NC(=O)c1cccs1 | -6 | 0.9 | -1 | 8 | 1 | -3 | -35 | -1 | 0
CCCCn1cnc2c(c1=O)c1nc3ccccc3nc1n2Cc1ccc2c(c1)OCO2 | -6 | -1.1 | -7 | / | -2 | -1 | -4 | -16 | 8
O=C(N/N=C/C=C/c1ccco1)/C(=C/c1ccccc1)NC(=O)c1ccccc1 | 0 | -1.0 | 5 | 0 | -3 | 1 | -9 | -10 | -7
CN=C(C)c1c(O)c2ccccc2oc1=O | -5 | -1.1 | 5 | 3 | 5 | -3 | -16 | -11 | 1
Cc1cc(C(=O)CSc2nnc(-c3ccco3)o2)c(C)n1Cc1ccco1 | -7 | 0.6 | 2 | 16 | 13 | -3 | -6 | -32 | -12
Cc1sc2c(c1C)CN(Cc1ccncc1)CN2C(=O)c1ccco1 | -5 | 2.7 | 8 | 6 | 2 | 6 | -10 | 11 | -15
O=C(CSc1nc2c(c(=O)n1-c1ccc(Br)cc1)SCC2)NCC1CCCO1 (centres undefined) | -5 | -0.8 | 9 | -2 | 2 | 4 | -3 | -5 | 5
O=[N+]([O-])c1ccccc1CSc1ccccn1 | -7 | 0.5 | -1 | / | 3 | 1 | -7 | 3 | 3

The listing continues:
SMILES | RBBP9 inhibitor | S1P4 ag | BaF3 tox | NPY Y1 blocker | Runt-CBFb FRET | Ba/F3 V617F tox | S1P4 antagonist | NPY1 pot ag | NPY2 pot ag
CC(=O)N1c2c(cc(Br)cc2S(=O)(=O)N2CCN(c3ccccn3)CC2)CC1C (centres undefined) | -4 | -1.4 | 3 | -1 | -1 | 1 | 8 | -3 | -13
COc1ccc(S(=O)(=O)N2CN(Cc3ccco3)c3nc4ccccc4nc32)cc1 | -6 | -5.3 | -1 | 6 | 8 | -2 | 6 | -16 | -10
Nc1ccccc1Nc1cc(-c2ccccc2)nn1-c1cccc(Cl)c1 | -3 | 2.5 | -1 | 3 | 2 | -1 | -14 | -4 | 13
Cn1c(N)c(C(=O)COC(=O)c2ncc(Cl)c(Cl)c2Cl)c(=O)n(C)c1=O | -2 | 0.7 | 4 | -9 | -2 | -1 | -10 | -11 | -3
O=C(O)c1ccc(NCc2nc3ccccc3n2Cc2ccccc2F)cc1 | -5 | 0.5 | 5 | / | 2 | -1 | -10 | 4 | -1
CCCCNC(=O)C1COc2ccccc2O1 (centres undefined) | -6 | -1.2 | 2 | -1 | 0 | -1 | 13 | 13 | 6
Nc1cc(N)nc(SCc2cc([N+](=O)[O-])cc3c2OCOC3)n1 | -10 | -1.3 | -5 | / | 4 | 4 | 9 | 17 | -8
O=c1c2ccccc2[nH]c(=S)n1CCC1=CCCCC1 | -10 | -2.2 | 5 | -6 | 3 | 1 | -7 | 0 | -2

4 compounds from above, sorted by molecular weight, largest number first:
SMILES | RBBP9 inhibitor | S1P4 ag | BaF3 tox | NPY Y1 blocker | Runt-CBFb FRET | Ba/F3 V617F tox | S1P4 antagonist | NPY1 pot ag | NPY2 pot ag
COc1ccc(S(=O)(=O)N2CN(Cc3ccco3)c3nc4ccccc4nc32)cc1 | -6 | -5.3 | -1 | 6 | 8 | -2 | 6 | -16 | -10
O=C(O)c1ccc(NCc2nc3ccccc3n2Cc2ccccc2F)cc1 | -5 | 0.5 | 5 | / | 2 | -1 | -10 | 4 | -1
Nc1cc(N)nc(SCc2cc([N+](=O)[O-])cc3c2OCOC3)n1 | -10 | -1.3 | -5 | / | 4 | 4 | 9 | 17 | -8
CCCCNC(=O)C1COc2ccccc2O1 (centres undefined) | -6 | -1.2 | 2 | -1 | 0 | -1 | 13 | 13 | 6
